T cruzi intra: blocks T. cruzi growth inside host cells; intracellular Trypanosoma cruzi in host cells, plate reader; activity score (inhibition), % at 5.01 µM; hit rate 4.9% among 22,000; AID 651903; in the data active = activity score above about 55%;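 also: parasites and compound incubated about four days before reading; 0% = median of neutral control wells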
INS-1E ATP HTS: preserves ATP levels in cytokine-treated INS-1E cells; INS-1E cytokine-induced death, ATP luminescence, 48 h; normalised: neutral wells 0, positive control 100; protection from cytokine-induced ATP loss, % at 10 µM; hit rate 0.1% among 20,000; AID 488910;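 active = mean replicate protection from cytokine-induced ATP loss at least 50% and at least 75% of replicates each reaching 50%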
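Test system: INS-1E rat cells | Quantity: 8000 cells per well | Medium: Phenol-red-free RPMI with 5% fetal bovine serum | Reagent: Cytokine cocktail of IFN-γ, TNF-α and IL-1β | Doses: One compound concentration, pin transfer | Timing: 48 h co-treatment, 10 min post-lysis read | Technique: Luminescent ATP assay (CellTiter-Glo)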
* = called active by the depositor; x = no result given. The list is partial; count on the stated rates, not on these rows.

SMILES	T cruzi intra	INS-1E ATP HTS
C[C@@H]1CN([C@@H](C)CO)C(=O)c2cc(NC(=O)NC3CCCCC3)ccc2O[C@@H]1CN(C)Cc1ccc2c(c1)OCO2	-24	7
C[C@H]1CN([C@@H](C)CO)C(=O)c2cccc(NC(=O)c3ccncc3)c2O[C@H]1CN(C)Cc1ccc(Oc2ccccc2)cc1	82*	-16
C[C@@H]1CN([C@@H](C)CO)C(=O)c2cccc(NC(=O)Nc3ccc(C(F)(F)F)cc3)c2O[C@H]1CN(C)C(=O)NC1CCCCC1	-9	-7
Cc1noc(C)c1NC(=O)N(C)C[C@@H]1Oc2ccc(NC(=O)CCCN(C)C)cc2C(=O)N([C@H](C)CO)C[C@H]1C	-13	-3
C[C@@H]1CN([C@H](C)CO)C(=O)Cc2cc(N(C)C)ccc2O[C@@H]1CN(C)S(=O)(=O)c1ccc(Cl)cc1	30	-8
C[C@@H]1CN([C@H](C)CO)C(=O)c2cc(NS(=O)(=O)c3ccc(Cl)cc3)ccc2O[C@@H]1CN(C)Cc1ccc(Oc2ccccc2)cc1	11	-39
O=C(CCCCCCC(=O)Nc1ccccc1O)N/N=C/c1ccc(Br)s1	-2	-5
C[C@@H]1CN([C@@H](C)CO)C(=O)Cc2cc(NC(=O)Nc3ccc4c(c3)OCO4)ccc2O[C@@H]1CN(C)C(=O)Nc1cccc2ccccc12	-8	-2
C[C@@H]1CCCCO[C@@H](CN(C)C(=O)c2ccccc2)[C@@H](C)CN([C@H](C)CO)C(=O)c2cc(NS(=O)(=O)c3ccc(Cl)cc3)ccc2O1	14	-2
COc1ccc(NC(=O)Nc2ccc3c(c2)CC(=O)N([C@H](C)CO)C[C@@H](C)[C@@H](CN(C)Cc2ccncc2)O3)cc1	-17	9
C[C@H]1CN([C@@H](C)CO)C(=O)c2cccc(NS(=O)(=O)c3ccc(Cl)cc3)c2O[C@H]1CN(C)Cc1ccc(C(F)(F)F)cc1	51	-21
C[C@H](CO)N1C[C@H](C)[C@@H](CN(C)Cc2ccc(C(=O)Nc3ccccc3N)cc2)Oc2ccc(NS(=O)(=O)c3ccc(F)cc3)cc2C1=O	20	3
C[C@H]1CN([C@@H](C)CO)C(=O)c2cc(NC(=O)Nc3ccc4c(c3)OCO4)ccc2O[C@H]1CN(C)CC1CCCCC1	-7	x
C[C@@H]1CN([C@@H](C)CO)C(=O)c2cc(NS(=O)(=O)c3ccc(Cl)cc3)ccc2O[C@H]1CN(C)Cc1ccc(Cl)c(Cl)c1	58*	-8
C[C@@H]1CN([C@H](C)CO)C(=O)c2cccc(NC(=O)c3ccncc3)c2O[C@H]1CN(C)Cc1ccncc1	-16	4
C[C@@H]1CN([C@@H](C)CO)C(=O)c2cccc(NS(C)(=O)=O)c2O[C@@H]1CN(C)C	-17	5
C[C@H](CO)N1C[C@H](C)[C@H](CN(C)S(=O)(=O)c2ccccc2)Oc2c(NS(=O)(=O)c3ccc(Cl)cc3)cccc2C1=O	38	-3
Cc1ccc(S(=O)(=O)Nc2ccc3c(c2)CC(=O)N([C@@H](C)CO)C[C@@H](C)[C@@H](CN(C)CC2CCCCC2)O3)cc1	24	-17
C[C@@H]1CN([C@H](C)CO)C(=O)Cc2cc(NC(=O)Nc3cccc4ccccc34)ccc2O[C@H]1CN(C)Cc1ccc(Cl)c(Cl)c1	47	0
COc1ccc(NC(=O)Nc2cccc3c2O[C@@H](CN(C)S(=O)(=O)c2cn(C)cn2)[C@@H](C)CN([C@@H](C)CO)C3=O)cc1	3	7
C[C@@H]1CCCCO[C@@H](CN(C)CC2CC2)[C@@H](C)CN([C@H](C)CO)C(=O)c2cc(NC(=O)Nc3ccc4c(c3)OCO4)ccc2O1	9	-4
C[C@@H]1CN([C@@H](C)CO)C(=O)c2cc(NC(=O)C3CC3)ccc2O[C@@H]1CN(C)C(=O)Nc1ccc(C(F)(F)F)cc1	-5	-19
C[C@H]1CN([C@@H](C)CO)C(=O)c2cccc(NS(=O)(=O)c3ccc(F)cc3)c2O[C@H]1CN(C)S(=O)(=O)c1ccc(F)cc1	7	-3
C[C@H]1CN([C@@H](C)CO)C(=O)Cc2cc(NS(C)(=O)=O)ccc2O[C@H]1CN(C)CC1CCCCC1	-26	8
C[C@@H]1CN([C@@H](C)CO)C(=O)c2cc(NS(=O)(=O)c3cccs3)ccc2O[C@@H]1CN(C)S(=O)(=O)c1ccc(Cl)cc1	28	5
C[C@H](CO)N1C[C@H](C)[C@H](CN(C)C(=O)Nc2cccc3ccccc23)Oc2c(NS(=O)(=O)c3cn(C)cn3)cccc2C1=O	4	6
C[C@H](CO)N1C[C@H](C)[C@H](CN(C)C(=O)Nc2ccc(F)cc2)Oc2ncc(C#Cc3ccc(F)cc3)cc2C1=O	26	x
COc1ccc(CN(C)C[C@@H]2Oc3ccc(NS(=O)(=O)c4ccc(F)cc4)cc3CC(=O)N([C@H](C)CO)C[C@@H]2C)cc1	34	6
CC(C)NC(=O)Nc1ccc2c(c1)CC(=O)N([C@@H](C)CO)C[C@@H](C)[C@@H](CN(C)S(=O)(=O)c1ccc(F)cc1)O2	-8	7
C[C@@H]1CN([C@H](C)CO)C(=O)c2cc(NC(=O)CCCCCC(=O)Nc3ccccc3N)ccc2O[C@H]1CN(C)S(C)(=O)=O	-46	4
C[C@H]1CN([C@@H](C)CO)C(=O)c2cccc(NC(=O)C3CCOCC3)c2O[C@@H]1CN(C)S(=O)(=O)c1ccccc1	4	2
Cc1noc(C)c1NC(=O)N(C)C[C@@H]1Oc2c(NC(=O)c3cnccn3)cccc2C(=O)N([C@@H](C)CO)C[C@@H]1C	18	10
C[C@H]1CN([C@@H](C)CO)C(=O)c2cc(N(C)C)ccc2O[C@@H]1CN(C)C	-10	6
C[C@H]1CN([C@@H](C)CO)C(=O)c2cc(NC(=O)Cc3cn(C)c4ccccc34)ccc2O[C@@H]1CN(C)C(=O)Nc1ccccc1	-33	-5
C[C@H](CO)N1C[C@H](C)[C@H](CN(C)Cc2ccc(C(=O)O)cc2)Oc2ccc(NS(C)(=O)=O)cc2CC1=O	-19	3
C[C@@H]1CN([C@H](C)CO)C(=O)Cc2cc(NS(=O)(=O)c3ccccc3)ccc2O[C@H]1CN(C)S(=O)(=O)c1cccs1	-15	5

Single values from above.
Result for C[C@@H]1CN([C@@H](C)CO)C(=O)c2cccc(NC(=O)Nc3ccc(C(F)(F)F)cc3)c2O[C@H]1CN(C)C(=O)NC1CCCCC1 in INS-1E ATP HTS: -7
Result for C[C@@H]1CCCCO[C@@H](CN(C)CC2CC2)[C@@H](C)CN([C@H](C)CO)C(=O)c2cc(NC(=O)Nc3ccc4c(c3)OCO4)ccc2O1 in INS-1E ATP HTS: -4
Result for C[C@@H]1CN([C@@H](C)CO)C(=O)c2cc(NC(=O)C3CC3)ccc2O[C@@H]1CN(C)C(=O)Nc1ccc(C(F)(F)F)cc1 in INS-1E ATP HTS: -19
Result for Cc1noc(C)c1NC(=O)N(C)C[C@@H]1Oc2c(NC(=O)c3cnccn3)cccc2C(=O)N([C@@H](C)CO)C[C@@H]1C in T cruzi intra: 18

Following part.
SMILES	T cruzi intra	INS-1E ATP HTS
C[C@H](CO)N1C[C@H](C)[C@@H](CN(C)Cc2ccncc2)Oc2ccc(NC(=O)CCCCCC(=O)Nc3ccccc3N)cc2C1=O	-7	1
O=C(N/N=C/c1cccnc1Cl)c1ccccn1	-8	0
C[C@H]1CN([C@@H](C)CO)C(=O)Cc2cc(NS(=O)(=O)c3cccs3)ccc2O[C@@H]1CN(C)C(=O)Nc1cccc2ccccc12	-3	7
COc1ccc(CN(C)C[C@H]2Oc3c(NS(C)(=O)=O)cccc3C(=O)N([C@H](C)CO)C[C@@H]2C)cc1	-21	6
C[C@H]1CN([C@@H](C)CO)C(=O)c2cc(NS(C)(=O)=O)ccc2O[C@H]1CN(C)C	-13	x
C[C@@H]1CN([C@@H](C)CO)C(=O)c2cc(NC(=O)C3CC3)ccc2O[C@@H]1CN(C)Cc1ccc(-c2ccccc2)cc1	18	x
COc1ccc(NC(=O)Nc2ccc3c(c2)C(=O)N([C@H](C)CO)C[C@H](C)[C@@H](CN(C)S(=O)(=O)c2ccccc2)O3)cc1	-13	2
C[C@H]1CN([C@@H](C)CO)C(=O)c2cc(NC(=O)c3ccncc3)ccc2O[C@H]1CN(C)Cc1ccc(-c2ccccc2)cc1	12	-3
Cc1noc(C)c1NC(=O)N(C)C[C@@H]1Oc2ccc(NC(=O)Nc3ccc(F)cc3)cc2C(=O)N([C@@H](C)CO)C[C@H]1C	-5	5
CC(C)NC(=O)Nc1ccc2c(c1)CC(=O)N([C@H](C)CO)C[C@@H](C)[C@@H](CN(C)S(=O)(=O)c1ccc(F)cc1)O2	4	6
C[C@H]1CN([C@@H](C)CO)C(=O)c2cccc(NC(=O)C3CCOCC3)c2O[C@H]1CN(C)C(=O)Nc1ccccc1	-39	7
C[C@@H]1CN([C@@H](C)CO)C(=O)CCCn2cc(nn2)CO[C@H]1CN(C)S(=O)(=O)c1ccccc1	-16	x

A second format for part of the listing above:
C[C@H]1CN([C@@H](C)CO)C(=O)c2cccc(NC(=O)C3CCOCC3)c2O[C@H]1CN(C)C(=O)Nc1ccccc1
  T cruzi intra: -39 | INS-1E ATP HTS: 7

COc1ccc(CN(C)C[C@H]2Oc3c(NS(C)(=O)=O)cccc3C(=O)N([C@H](C)CO)C[C@@H]2C)cc1
  T cruzi intra: -21 | INS-1E ATP HTS: 6

Cc1noc(C)c1NC(=O)N(C)C[C@@H]1Oc2ccc(NC(=O)Nc3ccc(F)cc3)cc2C(=O)N([C@@H](C)CO)C[C@H]1C
  T cruzi intra: -5 | INS-1E ATP HTS: 5

C[C@H]1CN([C@@H](C)CO)C(=O)c2cc(NS(C)(=O)=O)ccc2O[C@H]1CN(C)C
  T cruzi intra: -13 | INS-1E ATP HTS: x

Following part.
SMILES	T cruzi intra	INS-1E ATP HTS
C[C@H]1CN([C@@H](C)CO)C(=O)Cc2cc(NC(=O)c3ccncc3)ccc2O[C@@H]1CN(C)Cc1ccc(-c2ccccc2)cc1	49	6
C[C@H](CO)N1C[C@H](C)[C@H](CN(C)Cc2ccc(C(=O)Nc3ccccc3N)cc2)Oc2ccc(NC(=O)CCN3CCOCC3)cc2CC1=O	41	0
C[C@H]1CN([C@@H](C)CO)C(=O)c2cc(NS(C)(=O)=O)ccc2O[C@@H]1CN(C)Cc1ccc(Cl)c(Cl)c1	9	x
Cc1noc(C)c1NC(=O)N(C)C[C@H]1Oc2ccc(NS(=O)(=O)c3c(C)noc3C)cc2C(=O)N([C@@H](C)CO)C[C@@H]1C	-2	2
C[C@H]1CN([C@@H](C)CO)C(=O)Cc2cc(NC(=O)C3CC3)ccc2O[C@H]1CN(C)Cc1ccc(-c2ccccc2)cc1	24	11
COc1ccc(S(=O)(=O)N(C)C[C@H]2Oc3ccc(NC(=O)Nc4ccc5c(c4)OCO5)cc3CC(=O)N([C@H](C)CO)C[C@H]2C)cc1	-23	8
C[C@@H]1CN([C@@H](C)CO)C(=O)c2cccc(NC(=O)c3ccncc3)c2O[C@H]1CN(C)C(=O)Nc1ccc(F)cc1	-11	4
COc1ccc(NC(=O)N(C)C[C@H]2Oc3c(NS(=O)(=O)c4ccc(C)cc4)cccc3C(=O)N([C@H](C)CO)C[C@@H]2C)cc1	6	8
C[C@@H]1CN([C@H](C)CO)C(=O)Cc2cc(NC(=O)NC3CCCCC3)ccc2O[C@H]1CN(C)C(=O)Nc1ccc(C(F)(F)F)cc1	-8	-2
Cc1noc(C)c1NC(=O)N(C)C[C@H]1Oc2ccc(N(C)C)cc2C(=O)N([C@H](C)CO)C[C@@H]1C	7	x
COc1ccc(NC(=O)Nc2cccc3c2O[C@@H](CN(C)Cc2ccc(Cl)c(Cl)c2)[C@@H](C)CN([C@H](C)CO)C3=O)cc1	59*	-15
COc1ccc(NC(=O)N(C)C[C@H]2Oc3c(NC(=O)Nc4ccc(C(F)(F)F)cc4)cccc3C(=O)N([C@@H](C)CO)C[C@H]2C)cc1	35	-30
O=C(NO)c1cccc(C(=O)N/N=C/c2cc(Br)c(O)c(Br)c2)c1	2	3
CC(C)(C)/C=N/NC(=O)CCCCCCC(=O)O	-8	-8
O=C(N/N=C/c1ccc(O)c(O)c1O)c1ccccc1O	57*	-19
C[C@H]1CN([C@@H](C)CO)C(=O)c2cccc(NC(=O)C3CCCCC3)c2O[C@@H]1CN(C)S(=O)(=O)c1ccc(Cl)cc1	-12	3
COc1ccc(S(=O)(=O)N(C)C[C@@H]2Oc3ccc(NS(C)(=O)=O)cc3CC(=O)N([C@H](C)CO)C[C@@H]2C)cc1	-5	4
Cc1noc(C)c1NC(=O)Nc1cccc2c1O[C@@H](CN(C)CC1CCCCC1)[C@H](C)CN([C@@H](C)CO)C2=O	-3	-7
C[C@H]1CN([C@@H](C)CO)C(=O)CCCn2cc(nn2)CO[C@@H]1CN(C)Cc1ccc(Oc2ccccc2)cc1	32	x
CC(C)NC(=O)Nc1ccc2c(c1)CC(=O)N([C@H](C)CO)C[C@H](C)[C@H](CN(C)Cc1ccc(C(F)(F)F)cc1)O2	17	5
C[C@H](CO)N1C[C@H](C)[C@H](CN(C)C(=O)Nc2ccc(F)cc2)Oc2ccc(NC(=O)Cc3ccccc3)cc2C1=O	3	-1
CC(C)NC(=O)N(C)C[C@H]1Oc2ccc(NC(=O)CCC(F)(F)F)cc2C(=O)N([C@@H](C)CO)C[C@@H]1C	1	2
C[C@@H]1CCCCO[C@H](CN(C)C(=O)c2ccccc2)[C@@H](C)CN([C@H](C)CO)C(=O)c2cc(NS(=O)(=O)c3cccs3)ccc2O1	3	1
COc1ccc(NC(=O)Nc2ccc3c(c2)C(=O)N([C@H](C)CO)C[C@H](C)[C@@H](CN(C)C(=O)Nc2ccc4c(c2)OCO4)OCCCC[C@@H](C)O3)cc1	-5	0

From PubChem BioAssay
